Source: PubChem BioAssay (several laboratories)
bovine MsrA act: bovine methionine sulfoxide reductase A activation; purified bovine MsrA, absorbance read-out; activation, % at 10.6 µM; 0.3% of 360,000 active; AID 602163; in the data active = activation above about 7.5%;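 note: 0% = vehicle and 100% = reference activator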
eLon inh: E. coli protease La inhibition. P0A9M0. inhibition, % at 7.94 µM. 0.42% of 360,000 active. purified E. coli Lon protease, fluorescence polarization; in the data active = inhibition above about 13%, passing the limit was not always enough;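 note: 0% = enzyme with probe and DMSO and 100% = no enzyme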
MT1-MMP act inh: inhibitors of human MT1-MMP activation | P50281 | GFP/RFP ratio change, % at 20 µM | 0.061% of 360,000 active | AID 651647 | HT1080 RFP-PRO-GFP cells, GFP/RFP ratio fluorescence, overnight; percent of plate control window, DMSO zero;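 active = GFP/RFP ratio change of at least 30% with cell ATP level not reduced by more than half and red fluorescence within 50% of control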; note: strong numbers were not always called active
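Material – HT1080 RFP-PRO-GFP cells · Control set – DMSO wells and RFP-L50D-GFP cells · Incubation – overnight cell settling, then overnight compound exposure, 37 °C, 5% CO2 · Compound dosing – single-point 20 µM compound, 1% DMSO · Read-out – GFP/RFP fluorescence ratio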
MLLE-PAM2 inh: blocks PAM2 peptide binding to the PABP1 MLLE domain. 0.36% of 360,000 active. GST-MLLE / FITC-PAM2 fluorescence polarization. P11940. inhibition, % at 20 µM; in the data active = inhibition above about 35%, passing the limit was not always enough;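 note: plate controls were DMSO wells with GST-MLLE for no effect and wells lacking GST-MLLE protein for full effect; some results filed as inactive read as strong as hits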
Rin1 Abl inh: human Rin1-Abl interaction inhibition | TR-FRET Rin1/Abl binding, biochemical | AID 588664 | P00519+Q13671 | 0.4% of 360,000 active | inhibition, % at 7.35 µM; in the data active = inhibition above about 5%, passing the limit was not always enough
MsrA inhibitor: bovine MsrA inhibition; purified bovine MsrA, absorbance read-out; inhibition, % at 15.5 µM; 0.75% of 360,000 active; AID 651718; in the data active = inhibition above about 4.5%;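 note: 0% = vehicle wells with enzyme and 100% = reference inhibitor wells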
Rpn11 inh: blocks the human proteasome subunit Rpn11; O00487; human 26S proteasome, Ub4-pepOG fluorescence polarization; 20S core pre-blocked with epoxomicin; calls only at 20 µM; 0.59% of 360,000 active;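 active = inhibition at 20 µM, scaled to each plate's controls, above about 33%, limit read from the data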
FAS-TE inh: blocks the thioesterase domain of human fatty acid synthase. recombinant FAS-TE, OMFH fluorogenic substrate, fluorescence endpoint. inhibition, % at 15 µM. 0.67% of 360,000 active;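 active = compounds whose normalised, plate-corrected inhibition of enzyme fluorescence in the single-dose primary screen is 50% or more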;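 note: 0% = DMSO with enzyme and 100% = substrate without enzyme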
CSN deneddyl inh: CSN deneddylation inhibition; Q92905; Purified CSN, SCF-Nedd8-OG deneddylation, fluorescence polarization; inhibition, % at 12.5 µM; 0.38% of 360,000 active;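 active = pattern-corrected inhibition above about 35%, with an unprinted fluorescence ratio check between 0.5 and 1.5, limit read from the data, passing the limit was not always enough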;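 note: 0% = enzyme with substrate and 100% = substrate without enzyme; some results filed as inactive read as strong as hits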
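Detection – fluorescence polarization · System – HEK293T-derived human Csn5 enzyme · Controls – substrate-only high control, full reaction low control · Timing – 90 min, room temperature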
Starred values were filed as active, the others as inactive; i = inactive; . = not tested or not shown; + = active, no number.

SMILES	bovine MsrA act	eLon inh	MT1-MMP act inh	MLLE-PAM2 inh	Rin1 Abl inh	MsrA inhibitor	Rpn11 inh	FAS-TE inh	CSN deneddyl inh
CCn1c(NCc2cc(Cl)ccc2O)nc2ccccc21	-2	-7	1	-4	-2	0.6	i	-5	-2
N#C/C(=C/c1cc(Br)cs1)C(=O)NCC1CCCO1 (configuration not stated)	-3	-3	4	-6	-4	3.4	i	6	-1
Cc1cc(N2CCN(c3nc(-c4ccc([N+](=O)[O-])cc4)cs3)CC2)c2ccccc2n1	-3	12	.	-4	-11	-1.6	i	27	0
COc1ccc2c(=O)c(Oc3ccc(C(=O)O)cc3)c(C(F)(F)F)oc2c1	0	0	1	5	-2	0.6	i	-2	12
O=CN1CCCN(Cc2nc(Cc3ccccc3F)no2)CC1	-1	-7	0	-28	1	-0.8	i	-5	-5
COc1cccc2sc3ccc(C#Cc4ccc(N)cc4)cc3c(=O)c12	-2	5	4	-12	-2	2.8	i	13	-3
C/C(=N/NC(=O)CNC(=O)COc1cccc(C)c1)c1ccc(Cl)cc1	-2	-4	0	-5	4	-0.5	i	-2	-5
O=C(N/N=C\c1ccc(Br)cc1)c1ccc(Cn2cccn2)o1	0	-7	1	2	-2	3.4	i	0	4
CCO[C@@H]1OC(C(=O)O)=C[C@H](c2ccc(Br)cc2)[C@H]1CCCO	-2	1	3	-11	1	-0.8	i	-1	-2
CC(C)CN1CCC1(C)C(=O)Nc1ccc(OC(F)F)cc1 (configuration not stated)	0	1	1	12	-3	0.9	i	2	2
CCN(CC)S(=O)(=O)c1cc(NC(=O)C2Cc3ccccc3C(=O)O2)ccc1C (configuration not stated)	-3	6	2	-3	-1	0.3	i	5	1
Cc1ccccc1Cn1cnc2ccccc2c1=O	-7	9	-1	6	1	1.4	i	-8	1

Compound profiles (already shown).
Entry for COc1ccc2c(=O)c(Oc3ccc(C(=O)O)cc3)c(C(F)(F)F)oc2c1 = bovine MsrA act: 0; eLon inh: 0; MT1-MMP act inh: 1; MLLE-PAM2 inh: 5; Rin1 Abl inh: -2; MsrA inhibitor: 0.6; Rpn11 inh: i; FAS-TE inh: -2; CSN deneddyl inh: 12
Entry for O=C(N/N=C\c1ccc(Br)cc1)c1ccc(Cn2cccn2)o1 = bovine MsrA act: 0; eLon inh: -7; MT1-MMP act inh: 1; MLLE-PAM2 inh: 2; Rin1 Abl inh: -2; MsrA inhibitor: 3.4; Rpn11 inh: i; FAS-TE inh: 0; CSN deneddyl inh: 4

Following part.
SMILES	bovine MsrA act	eLon inh	MT1-MMP act inh	MLLE-PAM2 inh	Rin1 Abl inh	MsrA inhibitor	Rpn11 inh	FAS-TE inh	CSN deneddyl inh
O=C(Cn1ccc(C(F)(F)F)n1)N=Nc1c(O)[nH]c2ccc(Br)cc12	-5	-10	-3	-6	-2	1.4	i	3	3
COc1ccc(-c2[nH]ncc2CN(C)Cc2cccnc2)c(F)c1	-3	3	0	-13	0	0.4	i	-6	-3
COc1ccc(NC(=O)Nc2ccccc2C)c(OC)c1	2	-3	3	6	2	-0.6	i	-1	-7
CC(C)C1Cc2ccccc2-c2[nH]c(=S)[nH]c(=O)c21 (configuration not stated)	7	-19	3	18	-29	1.8	i	-3	1
CC1(C)Cc2ccccc2C(=NCC(=O)O)N1	-2	10	2	-3	0	0.6	i	-6	2
COc1ccccc1N1CCN(CCC(=O)Nc2ccc3c(c2)OCO3)CC1	1	2	2	22	1	0.9	i	-4	3
Nc1nn(-c2cccc(F)n2)cc1-c1ccc(Cl)cc1	-3	-3	-3	10	0	1.1	i	4	-8
CC(C)c1ccccc1NC(=O)CNCCc1ccc(C(F)(F)F)cc1	-1	-8	-8	10	-1	-0.4	i	16	3
FC(F)(F)C(Oc1nc(NC2CCCCC2)nc(N2CCOCC2)n1)C(F)(F)F	-10	-1	-12	-10	4	-0.6	i	10	-2
COc1cc(CNc2ccc(CNc3ncn[nH]3)cc2)cc(Cl)c1OCc1ccccc1	-8	-11	0	6	0	1.0	i	-13	-5
Cc1cc(C)c(NC(=O)CNC(=O)CN(C)Cc2ccc(Br)s2)c(C)c1	-3	-7	-3	-4	0	0.3	i	4	4
NC(=O)c1ncn([C@@H]2O[C@H](CNCc3cccc4c3sc3ccccc34)[C@@H](O)[C@H]2O)n1	-2	3	-2	3	-3	0.2	i	-9	-2
CCOc1cc(N2CCOCC2)c(OCC)cc1NC(=O)CSc1nccc(C)n1	-3	-13	4	-41	3	0.4	i	-6	6
O=C(COC(=O)c1ccc(O)cc1)Nc1ccc(S(=O)(=O)N2CCOCC2)cc1	-4	0	3	14	2	0.1	i	-3	0
COc1ccc(CNC(=O)COC(=O)C2(C)CC2(Cl)Cl)cc1 (configuration not stated)	-5	-1	-1	-22	3	0.9	i	4	-5
CCc1ccc(S(=O)(=O)N/N=C\c2cn(CC(N)=O)c3ccccc23)cc1	-1	3	1	-28	2	0.0	i	-1	1
COc1cc(C(=O)N2CCN(S(=O)(=O)c3ccc(C(C)C)cc3)CC2)ccc1OCC(=O)N1CCOCC1	0	1	4	-9	4	-0.8	i	-2	0
C/C(=N\Nc1ncc(Cl)cc1Cl)c1ccc(C#N)cc1	-15	-13	.	1	-4	2.2	i	36	-1
COc1ccc(NC(=O)C(=O)c2cn(CC(=O)N3CCCC3)c3ccccc23)cc1	-4	-2	9	9	0	1.8	i	5	-3
CCOc1ccc(NC(=O)C2C3C=CC4(CN(C(C(=O)OC)C(C)C)C(=O)C24)O3)cc1 (configuration not stated)	1	-4	2	-17	1	-0.8	i	-7	-5
CCOC(=O)CN(Cc1sccc1C)C(=O)Nc1cccc(OC)c1	-1	17	4	-2	1	-0.8	i	-7	-2
CC(C)C[C@@H](NC(=O)C1CCC(CNC(=O)[C@H](Cc2ccccc2)NC(=O)OC(C)(C)C)CC1)C(=O)O (some centres not stated)	-6	4	0	-5	3	-0.3	i	-5	-2
O=C(Nc1cccc(F)c1)c1ccc(-n2cncn2)c2ccoc12	-7	6	0	-12	-5	0.3	i	-3	-3
CS(=O)(=O)N(CC(=O)N1CCCC1)c1ccc2c(c1)OCCO2	-2	-11	4	9	-2	-0.8	i	-6	3
COCCn1nnnc1C(c1cc2cc(OC)ccc2[nH]c1=O)N1CCC(Cc2ccccc2)CC1 (configuration not stated)	-2	-10	-9	-2	-3	0.8	i	15	-5
CN(C)S(=O)(=O)N(CCN1CCOCC1)Cc1ccccc1F	-12	-13	-5	7	-1	-1.4	i	-8	2
O=C(Cc1cccc(C(F)(F)F)c1)NCc1ccc(Cl)cc1	2	4	1	-44	1	0.3	i	20	-2
COc1ccc(/C=C/C(=O)C2(O)CCCCC2)cc1OC	-6	-1	4	-4	-3	5.3*	i	-1	4
O=C(CCN1Cc2ccccc2C1)c1ccc2c(c1)OCCO2	-4	-11	1	-2	4	-0.1	i	-7	-2
N#Cc1ccc(S(=O)(=O)N2CCN(c3ncccn3)CC2)cc1	-4	9	3	15	-3	-1.0	i	-5	1
COc1ccc(NC(C#N)c2ccc(OC)cc2)cc1 (configuration not stated)	-9	10	5	-4	1	-0.3	i	-5	-2
COc1ccc(C2C3=C(COC3=O)Oc3cc4c(cc32)OCO4)cc1OC (configuration not stated)	-8	-4	13	5	4	0.6	i	-5	-2
CC(C(=O)O)N1C(=O)c2ccccc2C1=O (configuration not stated)	-2	0	0	8	2	-0.8	i	-10	0
CC1CC(C)CN(S(=O)(=O)c2ccc(NC(=O)CN3C(=O)NC(C)(c4ccccc4)C3=O)cc2)C1 (configuration not stated)	-3	3	5	0	2	0.2	i	17	1
CCCCCCSc1ccc([C@H]2N[C@@](C)(C(=O)OC)[C@H]3C(=O)N(CC)C(=O)[C@@H]23)cc1	0	-2	7	10	3	-1.0	i	25	-3
O=C(CN1CCc2ccccc21)NN1CC(=O)N(c2ccc(Cl)cc2)CC1=O	-2	6	-3	7	-3	0.0	i	5	4

Sorted by number of heavy atoms (high to low): some entries from above.
SMILES	bovine MsrA act	eLon inh	MT1-MMP act inh	MLLE-PAM2 inh	Rin1 Abl inh	MsrA inhibitor	Rpn11 inh	FAS-TE inh	CSN deneddyl inh
COc1cccc2sc3ccc(C#Cc4ccc(N)cc4)cc3c(=O)c12	-2	5	4	-12	-2	2.8	i	13	-3
O=CN1CCCN(Cc2nc(Cc3ccccc3F)no2)CC1	-1	-7	0	-28	1	-0.8	i	-5	-5
N#C/C(=C/c1cc(Br)cs1)C(=O)NCC1CCCO1 (configuration not stated)	-3	-3	4	-6	-4	3.4	i	6	-1
CC1(C)Cc2ccccc2C(=NCC(=O)O)N1	-2	10	2	-3	0	0.6	i	-6	2

(continued)
SMILES	bovine MsrA act	eLon inh	MT1-MMP act inh	MLLE-PAM2 inh	Rin1 Abl inh	MsrA inhibitor	Rpn11 inh	FAS-TE inh	CSN deneddyl inh
O=C1c2cc([N+](=O)[O-])cc3cc([N+](=O)[O-])cc(c23)C(=O)N1c1ccccn1	-6	3	22	3	-6	0.7	i	-3	8
CCOC(=O)C1=C(C)Nc2ccccc2N=C1NC(=O)/C=C/c1ccc(OC)cc1OC	-13	-2	-1	6	-1	0.9	i	-4	0
CCOC(=O)C1(Cc2cccc(OC)c2)CCCN(C(=O)CCSC)C1 (configuration not stated)	-3	-5	-1	12	3	-0.1	i	1	-4
CCC1CCCCN1C(=S)NC(=O)c1cc(Br)ccc1Cl (configuration not stated)	-2	-1	2	16	-3	-1.3	i	6	2
Cc1ccc(NC(=O)Cn2c(CCC(=O)O)ccc2-c2cccs2)cc1	-3	-16	1	12	-3	-0.3	i	-8	3
COc1ccc(-c2cc3nc(NCC4CCCCC4)n(C)c(=O)c3s2)cc1OC	1	-4	4	-3	0	0.5	i	18	-2
CC(C)(C)OC(=O)NNC(=O)c1cccs1	-6	3	2	-11	0	0.2	i	-3	-18
COc1ccc(/C=C/C(=O)NC(=S)Nc2ccc(S(=O)(=O)Nc3cc(OC)ncn3)cc2)cc1	-3	5	-2	23	-1	0.7	i	0	0
Cc1ccc(CN2C(=O)N/C(=C/c3cc(C)n(-c4ccccn4)c3C)C2=O)cc1	-2	-25	6	-10	2	2.6	i	0	-5
CCc1nc(N2CCCCC2C)c2oc3ccccc3c2n1 (configuration not stated)	-1	2	-10	-1	0	0.3	i	19	-4
COc1ccc(CNS(=O)(=O)NCc2ccccc2)cc1OC	-4	4	3	3	4	0.7	i	-3	2
CCOc1ccc(N/C=C/C(=O)c2cc(OC)c(OC)c(OC)c2)cc1	0	-8	2	-6	-1	0.2	i	18	6
CCc1ccc(NC2=CC(=O)CC(c3ccco3)C2)cc1 (configuration not stated)	-3	-8	-1	5	0	2.4	i	1	-1
Cc1ccc(/C=N/NC(=O)NC23CC4CC(CC(C4)C2)C3)o1	2	-5	1	8	0	-0.6	i	16	2
Cc1ccc(C(=O)CCC(=O)NCc2ccc(Cl)cc2)cc1	-3	-14	-3	-2	-1	0.6	i	18	5
CC(C)c1ccc(/C=C2\NC(=S)N(Cc3cccnc3)C2=O)cc1	3	-7	-4	-114	2	0.6	i	-4	-2
O=C(COC(=O)CSc1ccc([N+](=O)[O-])cc1)NCc1ccco1	0	-2	-4	37	1	0.7	i	2	3
CCN1C(=O)c2cccc3c(S(=O)(=O)Nc4ccc(OC)cc4OC)ccc1c23	-13	-8	3	-13	-1	0.2	i	-12	-5
CCn1c(C)cc(/C=C2/SC(=S)N(CC(=O)O)C2=O)c1C	-1	-67	-62	-123	-2	-0.1	+	-5	28
CCCC(=O)OC(C(=O)Nc1cc(C(F)(F)F)ccc1Cl)c1ccccc1 (configuration not stated)	-9	-1	-2	-2	3	1.5	i	26	-3
